Screening results (PubChem)
H1N1 NS1A inhibition: H1N1 influenza NS1A inhibitors, functional cell based assay (AID 504329); NS1A functional cell-based assay, percent inhibition; higher % means a stronger effect; one-dose inhibition, % at 12.5 µM; IC50 in µM for titrated hits; 340,000 compounds, 0.3% hits; in the data active means a potency from the dose series; inconclusive means inhibition above about 27% without an active follow-up result; further: strong numbers were not always called active
VEEV TC-83 Vero: inhibitors of VEEV TC-83 cytopathic effect, confirmation, Vero cells (AID 588727) | Vero cells, VEEV TC-83 cytopathic effect inhibition; higher % means a stronger effect | one-dose inhibition, % at 20 µM; IC50 in µM for titrated hits | 350,000 compounds, 0.13% hits; in the data active means a potency from the dose series; inconclusive means inhibition mostly from about 14% at the one dose, without a potency; inactive means the rest, 99 in 100 with inhibition below about 12%; further: strong numbers were not always called active
M. tuberculosis: growth inhibition of non-replicating M. tuberculosis (AID 488890) | Mycobacterium tuberculosis non-replicating, growth inhibition; higher % means a stronger effect | inhibition, % at 25 µM, or IC50 in µM where a hit was titrated | 320,000 compounds, 0.39% hits; in the data active means a potency from the dose series; inconclusive means inhibition mostly from about 82% at the one dose, without a potency; inactive means the rest, 99 in 100 with inhibition below about 76%;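 further: plate controls were DMSO cells for no effect and high antibiotic wells for full effect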
H37Rv inhibition: M. tuberculosis growth inhibition, HTS (AID 449762); 330,000 compounds, 0.59% hits; M. tuberculosis H37Rv growth inhibition, 7H9 media; higher % means a stronger effect; inhibition, % at 25 µM; hits with a dose series show IC50 in µM; in the data active means a potency from the dose series; inconclusive means inhibition above about 70% without an active follow-up result;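 further: bacterial growth assessed after seven days of incubation; strong numbers were not always called active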
Salmonella PhoP GFP: PhoP regulon inhibitors, Salmonella typhi PhoP promoter GFP reporter, confirmatory (AID 1850); Salmonella Typhi PhoP-promoter GFP reporter, fluorescence, 4 h; higher % means a stronger effect; 310,000 compounds, 0.33% hits; one-dose inhibition, % at 50 µM; IC50 in µM for titrated hits; in the data active means a potency from the dose series; inconclusive means inhibition mostly from about 25% at the one dose, without a potency; inactive means the rest, 99 in 100 with inhibition below about 19%;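 further: 0% = induced wells with vehicle and 100% = uninduced wells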
VEEV TC-83 Vero 10K pilot screen: also measured in VEEV TC-83 Vero; calls as there; inhibition, %; measured here: 10K pilot screen inhibition
Active calls of the source: *; i = inactive; ? = inconclusive; . = no result given; & = joins results of further samples. Compounds as they come; any-hit rate near 1.4%.

SMILES | H1N1 NS1A inhibition | VEEV TC-83 Vero | M. tuberculosis | H37Rv inhibition | Salmonella PhoP GFP | others
O=C(O)CSCC(=O)N1CCN(c2cc(C(F)(F)F)nc3ccccc23)CC1 | -25% | 0.2% | -2% | -17% | -4%
O=c1c2[nH]c3ccc(Br)cc3c2ncn1CCCn1ccnc1 | -1% | 11% | 15% | -7% | 14%
O=C(c1ccc(CS(=O)c2cccc(Cl)c2)o1)N1CCOCC1 (configuration not stated) | 7% | 0.1% | 6% | 5% | -1%
CSCCC1NC2(C(=O)Nc3ccc(Cl)cc32)[C@@H]2C(=O)N(C3CCCC3)C(=O)[C@H]12 (some centres not stated) | . | . | 45% | -1% | -13%
CC(=NCc1ccco1)c1c(O)n(-c2ccccc2C)c(=O)[nH]c1=O | -1% | 3.0% | -11% | -1% | -25%
COc1cc(C(=O)N2CCC(n3cnc4cc(F)ccc43)CC2)cc(OC)c1OC | -6% | 5.4% | 0% | -7% | 1%
Cn1cc(C(=O)NS(=O)(=O)Nc2ccc(Br)cc2)c2ccccc21 | -2% | 8.3% | 4% | -8% | -3%
COc1cnc(-c2ccccc2)[nH]c1=O | -4% | 0.3% | -19% | 0% | -9%
Cc1nc(CC(=O)Nc2nccs2)cs1 | 2% | i | -4% | 3% | -5%
Cc1cccc(NC(=S)N2CCn3cccc3C2c2cccnc2)c1 (configuration not stated) | -5% | 1.7% | 5% | 2% | 2%
CNS(=O)(=O)c1ccc(-c2ccc(C=C3C(=O)NC(=O)NC3=O)o2)cc1 | -5% | 0.2% | -2% | 17% | -6% | VEEV TC-83 Vero 10K pilot screen=0.6
C/C(=N/NC(=O)c1ccco1)c1ccc(NC(=O)c2ccc(Br)o2)cc1 | -4% | 10% | ? | -1% | 1%
N#Cc1c(-c2ccccc2F)cc(C2CC2)nc1SCC(=O)c1cccs1 | 5% | 5.4% | 4% | 1% | 1%
Cc1cc(F)ccc1NC(=O)CCc1ccc(S(=O)(=O)N2CCOCC2)cc1 | -4% | 2.4% | 29% | ? | .
CCCCCNc1nc(NCCCO)c(C#N)c2c1CN(C)CC2 | 5% | 1.9% | 16% | 2% | -3%
On1cnnc1-c1ccccc1 | -1% | i | -1% | -7% | -4%
CCN(CC)S(=O)(=O)c1ccc(Cl)c(C(=O)Oc2cccc(-c3cnc4ccccc4n3)c2)c1 | 0% | 5.3% | 6% | ? | 4%
COCCn1c(N)c(S(=O)(=O)c2cccs2)c2nc3ccccc3nc21 | -4% | 0.7% | 19% | -5% | 9%
O=C(CC(C(=O)N1CCc2ccccc21)n1ccnc1)NCc1cccnc1 (configuration not stated) | 4% | 2.9% | 9% | 0% | 4%
Cc1c(/C=C/C(=O)c2ccc(C(C)C)cc2)cnn1C | 2% | 3.8% | 39% | ? | 8%
CC(=O)N1CCc2cc(S(=O)(=O)CCC(=O)NCc3ccc(C)o3)ccc21 | -10% | 0.1% | -14% | 7% | -2%
COc1ccc(C(=O)NC(=O)Nc2ncccc2C)cc1 | 4% | 3.8% | -3% | 5% | -11%
CC(C)(C)NC(=O)C1CCN(S(=O)(=O)c2cccc(C(F)(F)F)c2)CC1 | 0% | 0.1% | 0% | 3% | -17%
COc1ccc(NC(=S)N(CCCN2CCN(C)CC2)Cc2cccs2)cc1 | 1% | 0.1% | -14% | -1% | -6% | VEEV TC-83 Vero 10K pilot screen=1.0
CC1CC(=O)Nc2ccccc2N1S(=O)(=O)c1ccc(C#N)cc1 (configuration not stated) | 1% | 0.9% | -2% | -9% | 6%
CCN(CC)S(=O)(=O)c1ccc(NC(=O)C2CCCN(C(=O)c3ccc(Cl)cc3)C2)cc1 (configuration not stated) | 14% | i | 21% | 2% | 1% | VEEV TC-83 Vero 10K pilot screen=0.3
O=C(O)Cn1c(=O)c2cccn2c2ccccc21 | -11% | i | -4% | 0% | -4%
CC(=O)Oc1ccc2c(=O)c(Oc3ccccc3)coc2c1OC(C)=O | -7% | 0.8% | -7% | -4% | 9%
Cc1cc(C)nc(NN2C(=O)C=CC2=O)n1 | 0% | 2.3% | -13% | 1% | 7%
O=C(O/N=C(/c1ccccc1)c1ccncc1)c1ccccc1[N+](=O)[O-] | 4% | 0.7% | 66% | -3% | 1%

Looked up one by one from above, four records:
SMILES | H1N1 NS1A inhibition | VEEV TC-83 Vero | M. tuberculosis | H37Rv inhibition | Salmonella PhoP GFP | others
Cc1nc(CC(=O)Nc2nccs2)cs1 | 2% | i | -4% | 3% | -5%
C/C(=N/NC(=O)c1ccco1)c1ccc(NC(=O)c2ccc(Br)o2)cc1 | -4% | 10% | ? | -1% | 1%
Cc1cc(F)ccc1NC(=O)CCc1ccc(S(=O)(=O)N2CCOCC2)cc1 | -4% | 2.4% | 29% | ? | .
Cc1cccc(NC(=S)N2CCn3cccc3C2c2cccnc2)c1 (configuration not stated) | -5% | 1.7% | 5% | 2% | 2%

Gathered by group, those above containing a thiophene ring, fused or not
SMILES | H1N1 NS1A inhibition | VEEV TC-83 Vero | M. tuberculosis | H37Rv inhibition | Salmonella PhoP GFP | others
N#Cc1c(-c2ccccc2F)cc(C2CC2)nc1SCC(=O)c1cccs1 | 5% | 5.4% | 4% | 1% | 1%
COCCn1c(N)c(S(=O)(=O)c2cccs2)c2nc3ccccc3nc21 | -4% | 0.7% | 19% | -5% | 9%
COc1ccc(NC(=S)N(CCCN2CCN(C)CC2)Cc2cccs2)cc1 | 1% | 0.1% | -14% | -1% | -6% | VEEV TC-83 Vero 10K pilot screen=1.0

Reprinted from the results shown (four entries):
SMILES | H1N1 NS1A inhibition | VEEV TC-83 Vero | M. tuberculosis | H37Rv inhibition | Salmonella PhoP GFP | others
CNS(=O)(=O)c1ccc(-c2ccc(C=C3C(=O)NC(=O)NC3=O)o2)cc1 | -5% | 0.2% | -2% | 17% | -6% | VEEV TC-83 Vero 10K pilot screen=0.6
C/C(=N/NC(=O)c1ccco1)c1ccc(NC(=O)c2ccc(Br)o2)cc1 | -4% | 10% | ? | -1% | 1%
N#Cc1c(-c2ccccc2F)cc(C2CC2)nc1SCC(=O)c1cccs1 | 5% | 5.4% | 4% | 1% | 1%
Cc1cc(F)ccc1NC(=O)CCc1ccc(S(=O)(=O)N2CCOCC2)cc1 | -4% | 2.4% | 29% | ? | .

Going on with the list:
SMILES | H1N1 NS1A inhibition | VEEV TC-83 Vero | M. tuberculosis | H37Rv inhibition | Salmonella PhoP GFP | others
CCOC(=O)c1sc(NC(=O)CSc2nc(C)cc(C)c2C#N)c(C#N)c1C | -1% | 1.7% | -18% | 4% | 0%
O=C(O)c1cccc(N2CCCCS2(=O)=O)c1 | 7% | 0.8% | 24% | 0% | 4%
CCC(=O)Nc1ccc(C(=O)OCC(=O)c2ccc(C)c([N+](=O)[O-])c2)cc1 | -8% | 4.0% | 23% | 13% | 5%
Cc1ccc(C(=O)Nc2c(C(=O)N3CCOCC3)cnn2-c2ccccc2)cc1 | 0% | 0.3% | 11% | -3% | 13%
CN(c1ccccc1)c1ccc(/C=c2\s/c(=C(/C#N)C(=O)C(C)(C)C)n(Cc3ccco3)c2=O)cc1 | . | . | 2% | 6% | 7%&-11%
c1ccc(C2NCc3ccccc3-n3cccc32)cc1 (configuration not stated) | -10% | 0.5% | . | 1% | .
COc1cccc(NC(=O)N[C@@H](Cc2ccccc2)C(=O)O)c1 | 3% | 1.1% | -12% | -1% | -5%
CC1Cc2ccccc2N1C1=NS(=O)(=O)c2ccccc21 (configuration not stated) | 0% | 0.7% | -14% | -4% | -6%
CC1=CC2(C#N)C3(N=C(N)C2(C#N)C(c2ccccc2)N1)OCCO3 (configuration not stated) | 1% | i | . | . | .
CN(C)c1cc(-c2ccc(Cl)cc2)oc(=O)c1Cl | 3% | i | 13% | -5% | 16%
CCc1c(C)c(C#N)c2nc3ccccc3n2c1NCC1CCCO1 (configuration not stated) | -8% | 6.6% | -3% | -8% | 2%
CCc1ccc(NC(=O)CSc2nc3c(c(=O)n(C)c(=O)n3C)n2C)cc1 | 4% | 3.5% | 25% | -2% | -3%
CCN(CC(=O)Nc1c(F)cccc1F)C(=O)c1ccc(N2C(=O)c3ccccc3C2=O)cc1 | -10% | 4.2% | -15% | -2% | -2%
CCCOc1ccc(C(=O)CCN2CCCCC2)cc1 | -1% | 11% | ? | 24% | 3%
COc1ccc(NC(=O)CN(c2ccccc2)S(=O)(=O)c2ccccc2)c(OC)c1 | -3% | 4.1% | 15% | 7% | 8%
COCCNC(C)C(=O)Nc1ccc(Br)cc1 (configuration not stated) | -5% | i | 0% | -3% | 5%
O=C(/C=C/c1ccc2c(c1)OCCCO2)c1ccc2ccccc2c1O | 6% | i | 18% | 18% | -3%
COc1cccc(Oc2coc3c(CN4CCOCC4)c(O)ccc3c2=O)c1 | -12% | 1.0% | -8% | 1% | 0%
Cc1cc2c(cc1S(=O)(=O)NCc1ccccc1Cl)OCCN2C | 14% | 1.9% | 12% | -8% | 0%
COc1ccc(C(=O)Nc2nc3ccccc3s2)c(OC)c1 | -8% | 4.0% | 29% | 34% | 6%
CCOc1cc(/C=C(/C#N)C(=O)Nc2ccc(OC)cc2)ccc1OCc1ccc(C(=O)O)cc1 | 0% | 1.3% | 1% | 5% | -8%
Cc1cc(NC(=O)C2CC(c3ccc(F)cc3)=NO2)n(-c2ccccc2)n1 (configuration not stated) | 5% | 6.1% | -1% | 1% | -5%
Cc1csc2ncc(C(=O)NCc3ccc4c(c3)OCO4)c(=O)n12 | . | . | . | -10% | 1%
CCCc1cc(-c2nc(-c3ccc(C)cc3)cs2)ccn1 | 5% | i | -4% | ? | -6%
COc1ccc(OC)c(/C=N\NC(=O)CC(=O)NCCc2ccccc2)c1 | 6% | 0.6% | 7% | -2% | -16%
Cc1noc(C)c1CC(=O)NC1CC(C)(C)Cc2c1cnn2-c1ccccc1 (configuration not stated) | -5% | 0.1% | 1% | -17% | -12%
COc1cccc(CNC(=S)Nc2cccc(Cl)c2C)c1 | -18% | i | 67% | 5% | 4%
COc1cccc(N/C(SC)=C(/C#N)C(N)=O)c1 | 1% | 0.1% | 6% | 2% | -3%
CCOC(=O)c1c(NC(=O)COC(=O)CCCOc2ccc(OC)cc2)sc(C(=O)NC)c1C | -5% | 3.7% | -14% | 21% | 8%
COc1ccc(CC(=O)Nc2cccc3ncccc23)cc1OC | -2% | 0.7% | -17% | -9% | 10%
COc1ccc(CCC(=O)Nc2ccc3c(c2)OCO3)cc1 | -3% | 0.2% | 60% | ? | -2%
CC(C)C1Cc2[nH]c(=O)c(C(=O)O)cc2CO1 (configuration not stated) | 14% | i | 0% | -3% | 0%
O=C(Cc1ccccc1F)Nc1nc2ccccc2[nH]1 | 7% | 1.5% | 59% | 7% | -27%
Nc1cc(Cc2ccccc2)ccc1O | 3% | i | . | . | .
CN(Cc1ccccc1)C(=S)NC(=O)c1cccs1 | -12% | 2.9% | ? | ? | -11%
CC(=O)C[C@@H](O)CC(=O)[C@H]1OC(=O)CC/C=C\Cc2ccccc21 | 10% | 0.1% | 0% | 0% | .
COc1cc(C(=O)OCC(=O)Nc2sccc2C(N)=O)cc(OC)c1OC | 3% | 10% | -6% | 4% | 1%
COc1cccc(CNC(=O)CCn2ccc3cc(S(=O)(=O)N4CCC(C)CC4)ccc32)c1 | -1% | 4.6% | 0% | 1% | -42%
CS(=O)(=O)N(CC(=O)NCc1ccccc1)c1ccc(Cl)cc1 | -6% | 0.5% | -4% | 0% | -9%
O=C1CN(C(=O)COC(=O)CCCOc2ccccc2)c2ccccc2N1 | 4% | 0.5% | 16% | 5% | 2%
Cc1ncc(CN2CCC(C(=O)Nc3cccc(-c4cscn4)c3)CC2)cn1 | -8% | 7.0% | -3% | -2% | 1%
CCOC(=O)C1=C(N)Oc2cc(O)ccc2C1c1ccc(F)cc1F (configuration not stated) | -2% | 6.7% | -6% | 14% | 0%
CCCc1cc(=O)oc2cc(C)cc(OCC(=O)N3CCC(C(N)=O)CC3)c12 | 1% | 0.6% | 6% | 0% | 10%
CCOc1ccccc1NC(=O)Nc1ccsc1C(=O)OC | -7% | 3.6% | 5% | 5% | -7%
O=C(Nc1nncs1)c1cc(-c2ccncc2)nc2ccc(Cl)cc12 | -13% | 6.4% | 4% | -8% | -16%
CN(CC(=O)NCc1ccc(F)cc1)S(=O)(=O)c1ccc2c(c1)c(=O)n(C)c(=O)n2C | -5% | 0.9% | 0% | -1% | 5%
CN(CCC1CCOCC1)C(=O)CC1C(=O)NCCN1Cc1c(F)cccc1Cl (configuration not stated) | -10% | 2.4% | 1% | -3% | 6%
